HEK293 tox: qHTS of GLP-1 Receptor Inverse Agonists: Cytotox Screen; HEK293 cAMP-luciferase reporter cells, luminescence, 24 h; Potency, µM (highest dose often 38.3 µM), for inactives: at the highest dose activity change, negative = inhibition, usual class: inhibitors; 410,000 tested, 0.13% active; AID 624418, 2012;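 further: loss of luciferase light is scored as toxicity; potency means the concentration at half of the fitted maximal effect; on the % scale 0 is the no-effect control and ±100 the full control effect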
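To flag toxic compounds, the library was rerun on cells for 24 hr at 37 deg C and 5% CO2. Viability-linked luminescence was captured 12 min after adding luciferase detection reagent.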
aSyn yeast inh: qHTS of alpha-syn Inhibitors; 370,000 tested, 0.14% active; AID 652106, 2013; Yeast expressing alpha-synuclein, growth rescue, BacTiter-Glo, 24 h; Potency, µM (titrated, usually from 46.1 µM), inactives show top-dose growth rescue (activation), usual class: activators; further: potency means the concentration at half of the fitted maximal effect; % of control where 0% means no effect; nearly all actives have a fitted effect of over 65% in size
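Readout is rescue of growth in alpha-synuclein-expressing yeast, so inhibitors of toxicity appear as activators. Growth after 24 hr at 30 deg C in galactose medium is quantified by luminescence.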
PTHR1 agonist: qHTS for PTHR1 Agonists: Primary Screen | HEK293 GP2 PTHR1 cells, GloSensor cAMP luminescence, 1 h | Potency, µM (series often up to 115 µM), for inactives: at the top dose activation, usual class: activators | 410,000 tested, 0.075% active | AID 743266, 2014; further: potency means the concentration at half of the fitted maximal effect; nearly all actives have a fitted effect of over 55% in size; some results filed as inactive show a strong effect at the top dose; inactives centre near -15; many of its hits are not listed in these tables
Target sequence (Q03431 whole entry, looked up): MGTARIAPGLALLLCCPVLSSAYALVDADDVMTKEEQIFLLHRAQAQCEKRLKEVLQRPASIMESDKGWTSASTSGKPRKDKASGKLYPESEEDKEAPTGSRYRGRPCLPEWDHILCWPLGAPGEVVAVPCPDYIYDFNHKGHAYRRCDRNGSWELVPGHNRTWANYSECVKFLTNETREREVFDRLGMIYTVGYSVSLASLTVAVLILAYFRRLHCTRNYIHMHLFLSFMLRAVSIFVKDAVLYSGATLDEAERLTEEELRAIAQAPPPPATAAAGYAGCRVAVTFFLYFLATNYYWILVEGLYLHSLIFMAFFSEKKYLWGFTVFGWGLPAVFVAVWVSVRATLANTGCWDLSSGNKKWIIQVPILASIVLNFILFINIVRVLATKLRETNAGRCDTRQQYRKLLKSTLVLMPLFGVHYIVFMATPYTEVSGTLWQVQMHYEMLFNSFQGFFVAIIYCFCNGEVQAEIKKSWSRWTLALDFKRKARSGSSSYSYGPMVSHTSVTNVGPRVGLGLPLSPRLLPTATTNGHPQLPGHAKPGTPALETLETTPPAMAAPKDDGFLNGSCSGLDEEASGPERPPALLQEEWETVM
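HEK-293-derived GP2 cells expressing PTHR1 and a GloSensor cAMP reporter, 3,000/well, plated overnight, given luciferin plus IBMX (each 0.5 mM as added) for 1 h at 37 °C, then compound for 1 h at 37 °C. Luminescence was read after 15 min at room temperature.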
GLP-1R inv ag: qHTS of GLP-1 Receptor Inverse Agonists (Inhibition Mode) | 410,000 tested, 1.6% active | Glucagon-like peptide 1 receptor (Homo sapiens), P43220 | Potency, µM (series often up to 38.3 µM), for the others: top-dose activity change, negative = inhibition, hits mostly inhibitors | HEK293 GLP-1R CRE-luciferase, luminescence, 24 h; GLP-1R form is constitutively active; further: potency means the concentration at half of the fitted maximal effect; on the % scale 0 is the no-effect control and ±100 the full control effect; nearly all actives have a fitted effect of over 55% in size
Target sequence (P43220 whole entry, looked up): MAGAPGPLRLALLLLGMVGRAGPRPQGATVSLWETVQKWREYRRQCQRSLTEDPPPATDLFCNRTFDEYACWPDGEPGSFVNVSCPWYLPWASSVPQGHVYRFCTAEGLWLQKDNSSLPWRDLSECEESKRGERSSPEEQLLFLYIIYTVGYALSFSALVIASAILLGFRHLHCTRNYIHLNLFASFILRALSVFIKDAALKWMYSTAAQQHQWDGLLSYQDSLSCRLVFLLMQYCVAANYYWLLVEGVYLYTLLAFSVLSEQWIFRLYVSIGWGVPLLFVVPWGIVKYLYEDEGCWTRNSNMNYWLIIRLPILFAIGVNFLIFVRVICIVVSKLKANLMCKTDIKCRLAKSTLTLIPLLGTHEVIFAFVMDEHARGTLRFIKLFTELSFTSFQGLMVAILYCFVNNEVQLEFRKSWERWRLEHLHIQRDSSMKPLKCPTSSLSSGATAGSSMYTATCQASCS
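GLP-1R inverse agonism mode: basal reporter luminescence in engineered HEK293 cells measured after one day of compound exposure at 37 deg C, with a 12 min room-temperature detection step.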
D3 ag: qHTS of D3 Dopamine Receptor Agonist: qHTS | AID 652048, 2013 | D(3) dopamine receptor (Homo sapiens), P35462 | D3R DiscoveRx beta-arrestin cells, luminescence, 90 min | 410,000 tested, 0.58% active | max activation, %; in the data active means max activation above about 30%; further: 0% is about no effect; mostly tested at two doses, the higher about 12 µM
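Cells at 1500/well, incubated overnight, then treated with pinned compounds (dopamine as control) for 90 min at 37 degrees C. DiscoveRx reagent added for 30 - 60 minutes at room temperature; luminescence read.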
TDP43 rescue: qHTS of TDP-43 Inhibitors; AID 652104, 2013; TDP-43 expressing yeast growth rescue, BacTiter-Glo, 24 h; 410,000 tested, 1.8% active; Potency, µM (series often up to 46.1 µM), for inactives: top-dose growth rescue (activation), actives largely listed as activators; further: potency means the concentration at half of the fitted maximal effect; % of control where 0% means no effect; nearly all actives have a fitted effect of over 50% in size
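Yeast cells expressing TDP-43 under galactose induction are exposed to compounds for 24 hr at 30 deg C. BacTiter-Glo luminescence measures growth, so protective compounds score as activators.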
KB-V1 MDR tox: qHTS assay for MDR1-selective chemotherapeutics: Primary screen using the drug-selected MDR subline cells KB-V1 | 400,000 tested, 3.4% active | KB-V1 MDR cells viability, CellTiter-Glo, 72 h | Potency, µM (series often up to 46.1 µM), inactives show at the highest dose activity change, negative = cytotoxicity, most hits filed as cytotoxic; further: potency means the concentration at half of the fitted maximal effect; on the % scale 0 is the no-effect control and ±100 the full control effect; nearly all actives have a fitted effect of over 60% in size
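In this primary screen, KB-V1 cells overexpressing P-gp are incubated with library compounds (lowest to highest concentration) for 72 h at 37 degrees C before a luminescent ATP viability read.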
GLP1R ag: qHTS of GLP-1 Receptor Agonists. Glucagon-like peptide 1 receptor (Homo sapiens), P43220. HEK293 GLP-1R CRE-luciferase, luminescence, 4-6 h; cells express a hypersensitive GLP-1R form. Potency, µM (highest dose often 45.6 µM), inactives show at the top dose activation, most hits filed as activators. 380,000 tested, 0.007% active; further: potency means the concentration at half of the fitted maximal effect; % of control where 0% means no effect
D3 antag: qHTS of D3 Dopamine Receptor Antagonist: qHTS; D3R cells, DiscoveRx beta-arrestin luminescence, antagonist mode; stronger effect = lower value; max response, negative = inhibition, %; 360,000 tested, 2.5% active; AID 652054, 2013; in the data active means max response below about -50%; inconclusive means no clear call, values can overlap the other calls; further: on the % scale 0 is the no-effect control and ±100 the full control effect; mostly tested at two doses, the higher about 12 µM
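Cells expressing the human receptor were seeded at 1500 cells/well, incubated overnight at 37 degrees C in 5% CO2, then exposed to library compounds with dopamine controls for 90 minutes at 37 degrees C before luminescent detection.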
* marks the source's active call; other numbers are inactive results; i = inactive; ? = inconclusive; · = not tested or not shown; [ ] = dose if it differs, or a comment. Unless noted, the call rests on the fitted dose curve; in most records, active means well fitted curve in the direction sought with a large enough effect; inconclusive means small, poorly fitted or top-dose-only effect, or another doubt; inactive means no such curve, though single readings can be large; an effect the other way counts as inactive or inconclusive. The list is partial; rates above refer to the full screens.

nr	compound	HEK293 tox	aSyn yeast inh	PTHR1 agonist	GLP-1R inv ag	D3 ag	TDP43 rescue	KB-V1 MDR tox	GLP1R ag	D3 antag
1	COc1ccc(NC(=O)C2CCCN(S(=O)(=O)c3ccc(C)cc3)C2)cc1OC (stereo not given)	-17%	-5%	?	0%	-5	-11%	?	6%	37
2	O=C(NCCc1csc(-c2cccnc2)n1)c1ccc(Br)o1	2%	-30%	-4%	16%	-1	-2%	-12%	-3%	-3
3	CCN(CC)CCN1C(=O)C(=O)/C(=C(/O)c2ccc(F)cc2)C1c1ccncc1 (stereo not given)	-3%	-6%	i	4%	1	14%	-4%	-13%	11
4	CCOC(=O)C(C(C)=O)C(c1ccc(OC)cc1)C(C(C)=O)C(=O)OCC (stereo not given)	2%	1%	i	-7%	3	-1%	-9%	14%	0
5	CN(Cc1ccc(Cl)cc1)C(CCc1ccccc1)C(=O)NC1CCCCC1 (stereo not given)	2%	1%	-22%	18%	-17	-5%	-26%	0%	-60*
6	Cc1cc(C(=O)Nc2cccnc2)on1	-3%	0%	-7%	-1%	3	0%	22%	-5%	4
7	COc1ccc(CNC(=O)c2cc3ccccn3n2)cc1OC	1%	·	i	48%[activator]	-7	7%	?	·	·
8	CCOc1ccc(C2Sc3ccccc3NC3=C2C(=O)OC3)cc1 (stereo not given)	11%	-5%	23%	?	-4	-27%	0%	0%	54
9	Cc1cc([N+](=O)[O-])nn1CCCC(=O)Nc1sc2c(c1C(N)=O)CCCC2	5%	-15%	-14%	0%	1	?	-4%	5%	21
10	COC(=O)c1ccc(CNC(=O)CCc2c[nH]c3ccccc23)cc1	2%	6%	i	-22%	-7	-7%	56%	7%	-8
11	C=CC[C@H](CC(=O)NCCO)C(=O)N[C@H](COC(=O)[C@@H](CC=C)CC(=O)OC(C)(C)C)Cc1c[nH]c2ccccc12	-5%	0%	i	5%	3	30%	16%	14%	36
12	COCCCNC(=O)c1ccc2c(c1)ncn2-c1ccc(C)cc1C	1%	-1%	i	-22%	0	25%	1%	11%	-9
13	CCOc1ccc(C2CC(=O)NC(NC(=O)c3ccc(C)cc3)=N2)cc1 (stereo not given)	-6%	·	i	6%	6	0%	·	·	·
14	Cc1ccc(-n2nnnc2Sc2nc([N+](=O)[O-])nn2C)c(C)c1	-8%	12%	28%[57.5 µM]	26%	2	?	-28%	-10%	3
15	CCc1ccc(CN2CCSCC2)cc1	10%	0%	-7%	1%	-16	7%	?	-8%	-24
16	CC(C)(C)OC(=O)[C@H](Cc1ccccc1)NC(=O)c1nc[nH]c1C(=O)NCc1ccccc1	0%	11%	i	?	-25	15%	0%	7%	-9

Compound profiles, as listed above. Order of screens: HEK293 tox, aSyn yeast inh, PTHR1 agonist, GLP-1R inv ag, D3 ag, TDP43 rescue, KB-V1 MDR tox, GLP1R ag, D3 antag
Record of CCc1ccc(CN2CCSCC2)cc1 : 10%, 0%, -7%, 1%, -16, 7%, ?, -8%, -24
Record of C=CC[C@H](CC(=O)NCCO)C(=O)N[C@H](COC(=O)[C@@H](CC=C)CC(=O)OC(C)(C)C)Cc1c[nH]c2ccccc12 : -5%, 0%, i, 5%, 3, 30%, 16%, 14%, 36
Record of CCOc1ccc(C2CC(=O)NC(NC(=O)c3ccc(C)cc3)=N2)cc1 (stereo not given) : -6%, ·, i, 6%, 6, 0%, ·, ·, ·
Record of Cc1ccc(-n2nnnc2Sc2nc([N+](=O)[O-])nn2C)c(C)c1 : -8%, 12%, 28%[57.5 µM], 26%, 2, ?, -28%, -10%, 3

The list goes on.
nr	compound	HEK293 tox	aSyn yeast inh	PTHR1 agonist	GLP-1R inv ag	D3 ag	TDP43 rescue	KB-V1 MDR tox	GLP1R ag	D3 antag
17	CCCOC(=O)c1ccc(NC(=O)c2nc3nc(C)cc(C)n3n2)cc1	15%	-3%	-25%	-9%	-8	-11%[9.22 µM]	?	4%	-6
18	CC1=NNC(=O)C1CCC(=O)N/N=C(\C)c1ccc(Cl)cc1 (stereo not given)	?	1%	-24%	-23%	-3	-1%	0%	3%	4
19	CCOC(=O)C1=C(COC(=O)c2cc(S(=O)(=O)N3CCOCC3)ccc2F)NC(=O)NC1C (stereo not given)	-5%	4%	-21%	5%	13	0%	-12%	?	16
20	CCCn1c(=O)c(C(=O)NC(C)c2ccccc2)c(O)c2ccccc21 (stereo not given)	-1%	-1%	-5%	-10%	2	-15%	0%	-14%	-2
21	Cc1cccc(-n2c(CNC(=O)c3ccc(S(=O)(=O)N(C)C)cc3)nnc2SCC(=O)Nc2ccc(F)cc2)c1	2%[1.53 µM]	2%	i	0%	-7	20%	-4%	10%	23
22	O=C(O)CSc1cccc[n+]1[O-]	-2%	2%	i	-5%	-2	12%	1%	-12%	18
23	Cc1ccc(C(=O)N2CCCC(N3CCN(c4cccc(C(F)(F)F)c4)CC3)C2)s1 (stereo not given)	-21%	1%	-29%	?	-16	16%	-17%	-1%	-7
24	Cc1cc(NC(=O)CCCSc2nc(-c3ccco3)cc(C(F)(F)F)n2)no1	7%	1%	i	-4%	2	1%	3%	-9%	?
25	COC(=O)CSc1nnc([C@H](CC(C)C)NC(=O)OC(C)(C)C)o1	2%	1%	-6%[57.5 µM]	-1%	9	-7%	2%	11%	13
26	O=C(N/N=C/c1ccc(O)cc1)c1ccc(COc2cc(Cl)ccc2Cl)o1	-28%	4%	-12%	1.4µM*	8	5%	4%	-4%	?
27	Cc1ccc(-c2cc(C(=O)O)n[nH]2)s1	17%	-2%	i	29%	-10	-5%	3%	-1%	-13
28	COc1ccc([C@@H]2[C@@H]3C(=O)N(C(C)(C)C)C(=O)[C@@H]3[C@]3(Cc4ccc(Cl)cc4)C(=O)N(c4cccc(F)c4)C(=O)N23)cc1	-2%	9%	i	?	0	-2%	-9%	-2%	?
29	O=C(NC(=S)Nc1ccc(N2CCCCC2)cc1)c1cccs1	?	-10%	i	?	-28	-13%	0%	-23%	?
30	COc1ccc(/C=C(/NC(=O)c2ccccc2)C(=O)N2CCCCC2)cc1OC	0%	1%	22%	11%	-7	-15%	-15%	-1%	-12
31	CCc1nnc(NC(=O)CSc2nc3c([nH]c4ccccc43)c(=O)n2-c2ccc(C)cc2)s1	1%	-11%	18%	36%[activator]	0	0%	-16%	0%	·
32	Cc1ccc(-c2nnc(SCC(=O)N(C)C)nc2-c2ccc(C)cc2)cc1	-12%	-6%	-7%	?	-1	0%	?	20%	0
33	CCC1CCCCN1C(=S)NC(=O)c1cccc([N+](=O)[O-])c1 (stereo not given)	-25%	-4%	i	-10%	-5	?	?	-1%	-6
34	Cc1c(C=O)c2ccccn2c1C(=O)c1ccccc1	-16%	18µM*	-12%	15%	3	?	?	6%	7
35	COc1ccc(CSCC(=O)Nc2ccccc2)cc1[N+](=O)[O-]	-16%	?	i	-51%	2	-1%	-4%	16%	0
36	CN(C(=O)CSc1nc(-c2cccs2)nc2ccccc12)C1CCS(=O)(=O)C1 (stereo not given)	-7%	0%	-2%	4%	-3	18%	-1%	-4%	9
37	COc1cccc(C2CC(=O)Nc3c2c(=O)n(C)c2nc4ccccc4n32)c1OC (stereo not given)	-11%	1%	i	6%	0	5%	-8%	-8%	·
38	CC1CCN(C(=O)CCc2nnc3ccc(NCc4ccco4)nn23)CC1	-4%	-1%	0%	28%	3	7%	23%	-4%	9
39	CCCC(C(=O)c1ccccc1)n1cncn1 (stereo not given)	-8%	-1%	-21%	3%	-3	-15%	0%	-4%	-9
40	CC1C2C(C)N(C)C(=O)N(C)C2N(C)C(=O)N1C (stereo not given)	7%	-4%	i	3%	3	1%	-2%	1%	-12
41	Clc1cnc(N/N=C/c2cccs2)c(Cl)c1	?	-12%	-11%[57.5 µM]	?	-7	?	?	0%	32
42	CCOC(=O)N1CCN(C(=O)c2cn(C)c3ccc(S(=O)(=O)N4CCC(C)CC4)cc3c2=O)CC1	-22%	7%	-4%	-13%	16	-13%[1.82 µM]	-7%	6%	13
43	Cc1ccc(-c2csc(NC(=O)C3CC(=O)N(Cc4ccco4)C3)n2)cc1 (stereo not given)	-11%	-9%	-28%	?	3	-11%	-15%	-2%	9
44	CCN(CC)CCn1c2c(c(SCC(=O)Nc3ccc(C(C)C)cc3)nc1=O)CCC2	3%	5%	i	?	0	-14%	11%	12%	1
45	OC(c1ccc(F)cc1)c1ncc(-c2ccccc2Cl)[nH]1 (stereo not given)	8%	0%	-20%	13%	2	10%	4%	17%	6
46	Cc1ccc(SCCC(=O)NC(C(C)C)C(C)C)cc1	6%	11%	-36%[inhibitor]	?	0	21%	3%	3%	16
47	COC(=O)c1ccc(OCCCCN(C)Cc2ccccc2)cc1	9%	4%	13%	?	-28	6%	2%	-3%	-29
48	Cc1cc(C)c(C#N)c(SCC(=O)CC(=O)OC(C)C)n1	5%	7%	-19%[57.5 µM]	0%	-16	9%	0%	-1%	-4
49	O=C(NC(=S)Nc1cc(Cl)ccc1Cl)c1ccco1	-2%	1%	i	0%	1	?	20%	3%	-4
50	Cc1ccc(N2C(=S)SC3CS(=O)(=O)CC32)cc1 (stereo not given)	-5%	-2%	i	6%	9	-2%	-12%	5%	2
51	O=c1c2ccccc2c(-c2cccc(C(F)(F)F)c2)nn1-c1ccccc1	-5%	1%	-7%	?	-2	-5%	4%	2%	6
52	COC(=O)[C@@]1(Cc2ccc(F)cc2)[C@H]2c3cc(C(=O)N(C)C)n(Cc4ccc(OC)c(OC)c4)c3C[C@H]2CN1C(=O)c1ccccc1	-19%	1%	i	3%	14	15%	0%	15%	-1
53	CC1=CC(=C2C(=O)c3ccccc3C2=O)C=C(C)O1	8%[1.53 µM]	0%	i	17%	6	5%	-15%	-8%	3

Source: PubChem BioAssay
